Screening results deposited in PubChem by National Center for Advancing Translational Sciences (NCATS).
Tau ThT inhib: tau fibrillization inhibition (ThT binding) | P10636 | recombinant tau K18 P301L, heparin-induced fibrillization, ThT fluorescence | Potency, µM (doses to about 57.4 µM), for the others: top-dose activity, negative = inhibition, most hits filed as inhibitors | 2.1% of 270,000 active | AID 1460; further: on the % scale 0 is the no-effect control and ±100 the full control effect; nearly all actives have a fitted effect of over 55% in size
Target sequence (P10636 561-689 P618L limits assumed): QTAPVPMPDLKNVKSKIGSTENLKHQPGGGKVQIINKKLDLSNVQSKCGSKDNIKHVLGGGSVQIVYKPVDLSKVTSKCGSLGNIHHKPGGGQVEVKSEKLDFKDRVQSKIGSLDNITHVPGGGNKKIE
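In this qHTS, human K18 P301L tau is incubated with compound and heparin for 6 hr at 37 C, and Thioflavin T fluorescence then reports fibril load.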
Tau fluor counter: counter-screen for tau fibril formation inhibitors. tau K18 P301L Alexa594 fluorescence, heparin fibrillization. Potency, µM (series often up to 57.7 µM), without a hit: at the top dose activity change, negative = decrease. AID 1463. 0.93% of 280,000 active; further: on the % scale 0 is the no-effect control and ±100 the full control effect; nearly all actives have a fitted effect of over 55% in size
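Human tau K18 P301L (15 uM unlabeled, 0.24 uM Alexa 594-labeled) in 100 mM sodium acetate pH 7 with 20 uM heparin, 6 hr at 37 C. ThT 30 uM added, 1 hr ambient; Alexa 594 FP and total fluorescence read at 555/632 nm.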
Tau FP inhib: tau fibrillization inhibition (FP) | K18 P301L tau heparin fibrillization, Alexa594 FP, 6 h | Potency, µM (highest dose often 57.7 µM), without a hit: top-dose activity, negative = inhibition, usual class: inhibitors | 0.39% of 280,000 active | AID 1468; further: on the % scale 0 is the no-effect control and ±100 the full control effect; nearly all actives have a fitted effect of over 55% in size
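Steps: dispense K18 P301L tau (15 uM plus 0.24 uM Alexa 594 tracer, final) in pH 7 sodium acetate; add compound; add heparin (20 uM final); incubate 6 hr, 37 C; add ThT (30 uM final); after 1 hr ambient, read FP.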
aGal spleen mod: inhibits or activates alpha-galactosidase in human spleen homogenate; AID 2107; 0.008% of 240,000 active; P06280; Potency, µM (series often up to 80 µM), for the others: top-dose activity change, negative = inhibition, hits mostly inhibitors; human spleen homogenate, 4MU-alpha-Gal fluorescence, 40 min;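 further: 0% = enzyme with vehicle and -100% = no enzyme basal signal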
Target sequence (P06280 32-429 limits assumed): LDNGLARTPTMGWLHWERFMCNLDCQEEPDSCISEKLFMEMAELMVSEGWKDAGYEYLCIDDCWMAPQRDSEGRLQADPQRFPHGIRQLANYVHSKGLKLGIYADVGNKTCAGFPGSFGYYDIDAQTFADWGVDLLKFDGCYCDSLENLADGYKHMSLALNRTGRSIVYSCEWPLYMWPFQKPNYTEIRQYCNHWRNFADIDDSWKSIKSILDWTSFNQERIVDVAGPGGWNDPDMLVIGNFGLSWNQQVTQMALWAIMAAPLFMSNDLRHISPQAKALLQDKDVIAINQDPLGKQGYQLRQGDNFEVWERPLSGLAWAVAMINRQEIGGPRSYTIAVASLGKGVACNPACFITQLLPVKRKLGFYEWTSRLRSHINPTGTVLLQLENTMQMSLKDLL
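qHTS titration in buffer at pH 5.0. Alpha-galactosidase activity in spleen homogenate was measured via 4-methylumbelliferone release from 1 mM fluorogenic substrate after 40 min at 37C and a pH 10 stop. AC50 came from Hill fits of control-normalized data.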
aGlu spleen mod: inhibits or activates alpha-glucosidase in human spleen homogenate | human spleen homogenate, 4-MU-alpha-glucoside fluorescence | AID 2112 | Potency, µM (series often up to 79.9 µM), for inactives: at the top dose activity change, negative = inhibition, usual class: inhibitors | P10253 | 0.006% of 240,000 active;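 further: 0% = enzyme with vehicle and -100% = no enzyme basal signal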
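Human spleen homogenate (1 ug) incubated with compounds and 1 mM 4-methylumbelliferyl-alpha-D-glucopyranoside in pH 5.0 citrate/phosphate buffer, 37 C, 40 min. Stopped at pH 10; 4-MU fluorescence (Ex 365/Em 440 nm); AC50 by Hill fit.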
HTT ATP protect: protects HTT-Q103 PC12 cells, measured by ATP; PC12 HTT-Q103 induced, cytoprotection, ATP luminescence, 40 h; 0.14% of 230,000 active; Potency, µM (top dose mostly 56.4 µM), inactives show cytoprotection (ATP increase), most hits filed as activators;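 further: % of control where 0% means no effect; nearly all actives have a fitted effect of over 45% in size; toxic huntingtin expression switched on by the ecdysone agonist tebufenozide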
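ATP quantification (ATPlite) reports survival of PC12 cells in which tebufenozide, 100 nM final, switches on Htt exon 1 with 103 glutamines linked to GFP; compounds are titrated.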
GAA inh: inhibitors of human lysosomal alpha-glucosidase | P10253 | purified human GAA, 4-MU-alpha-glucoside fluorescence | Potency, µM (titrated, usually from 76.9 µM), inactives show at the highest dose activity change, negative = inhibition, most hits filed as inhibitors | 0.005% of 200,000 active;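 further: plate controls were uninhibited enzyme wells for no effect and no-enzyme background for full effect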
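Human enzyme at 4 nM with 400 uM 4-methylumbelliferyl-alpha-D-pyranoside, citrate/phosphate buffer pH 5.0, 0.005% Tween-20, 20 min at room temperature. Compounds up to 77 uM. 4-MU fluorescence (Ex 365/Em 440) read after NaOH/glycine stop; AC50 from Hill fit.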
GAA glycogen: inhibitors or activators of human alpha-glucosidase glycogen cleavage; P10253; recombinant GAA, glycogen substrate, Amplex Red glucose oxidase fluorescence; Potency, µM (series often up to 76.4 µM), without a hit: at the top dose activity change, negative = inhibition, most hits filed as inhibitors; 0.38% of 300,000 active; AID 2100;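 further: 0% = full enzyme reaction and -100% = no-enzyme basal signal; the screen sought inhibitors and activators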
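Recombinant human alpha-glucosidase (4 nM final) hydrolysed bovine liver glycogen (30 ug) for 40 min at 37 C in pH 5.0 citrate/phosphate with 0.01% Tween-20. Released glucose detected by glucose oxidase/Amplex Red, Ex 573/Em 610 nm. Compounds up to 77 uM; AC50 from Hill fits.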
Numbers without * were called inactive; ? = inconclusive; . = no result given; & = joins results of further samples; ! = not confirmed by another sample; [ ] = another dose, or the depositor's remark. The call rests on the fitted dose curve; in most records, active means well fitted curve in the direction sought with a large enough effect; inconclusive means small, poorly fitted or top-dose-only effect, or another doubt; inactive means no such curve, though single readings can be large; an effect the other way counts as inactive or inconclusive. Potency means the concentration at half of the fitted maximal effect.

mol	HTT ATP protect	aGal spleen mod	Tau fluor counter	GAA glycogen	Tau ThT inhib	GAA inh	Tau FP inhib	aGlu spleen mod
CCOc1cc(/C=N\NC(=O)c2ccc(NC(=O)C(C)(C)C)cc2)ccc1OC(=O)c1ccc(OC)cc1	-21%	-7%	-6%	2%	-12%	1%	-11%	-5%
CC(CN(C)C)CN1c2ccccc2CCc2ccccc21 (stereo unspecified)	1µM*!	-6%&2%&-9%	-5%&-5%&-3%	-2%	-12%&-4%&-3%	.	10%&9%&-3%	6%&11%&-9%
Cc1cccc(C)c1OC(=O)CSc1nnc(-c2cccs2)o1	.	.	-3%	-5%[76.3 µM]	-3%	.	-6%	.
CCc1ccc(S(=O)(=O)Nc2ccc(C)c(NS(C)(=O)=O)c2)cc1	-10%[10 µM]	15%	?	2%	.	.	-6%	13%
Cc1ccc(NC(=O)N[C@@H](CC(C)C)C(=O)O)c(C)c1	-19%[10 µM]	3%	-9%	2%	-8%	.	1%	4%
COCCNC(=O)c1n[nH]c2ccccc12	6%	3%	-2%	5%	-2%	-12%	-5%	9%
O=C(N/N=C\c1ccc(Br)o1)C1COc2ccccc2O1 (stereo unspecified)	-10%[10 µM]	8%	-9%	-13%	?	?	0%	4%
COc1cccc(NC(=O)C2C3C=CC4(O3)C2C(=O)N(C(C)C)C4C(=O)NC2CCCCC2C)c1 (stereo unspecified)	-29%[10 µM]	-5%	6%	-2%	-6%	-8%	7%	-7%
c1cn(-c2ccc(-c3ccnc4ncnn34)cc2)cn1	-35%[inhibitor][1.9 µM]	2%	4%	-4%	-7%	-5%	8%	-14%
Cc1cc(C)nc(N(C#N)Cc2cccc(Cl)c2)n1	.	-4%	-2%	9%	-1%	4%	11%	2%
NC(=O)N=Nc1c2[nH]c3ccccc3nc-2c2ccccc12	-9%[10 µM]	3%	-29%	0%	?	.	3%	-2%
COc1cc(C2C(C#N)=C(N)N(c3cccnc3)C3=C2C(=O)CCC3)ccc1O (stereo unspecified)	8%[10 µM]	-6%	-15%	1%	-16%	-4%	-5%	-8%
O=C(CN1CCC(NC(=O)c2ccccc2F)CC1)NCc1ccc(F)cc1	19%	1%	2%	-1%	1%	-7%	4%	-2%
NC(=O)CN1C(=O)C2C3c4ccccc4C(c4ccccc43)C2C1=O (stereo unspecified)	-7%	-4%	-5%	4%	-10%	7%	1%	-1%
COc1ccc(C(=O)OCc2nc(N)nc(Nc3ccccc3C)n2)cc1OC	-5%	3%	-9%	-6%	-13%	-1%	4%	.
CC(=O)c1ccc(NC(=S)N(CCCN(C)C)Cc2ccccc2)cc1	11%[10 µM]	-6%	-8%	7%	-8%	.	-1%	-5%
O=C(Nc1nc(-c2ccc3c(c2)OCO3)cs1)C1CC1	23%[10 µM]	3%	-12%	6%	-18%	-6%	4%	3%
COCc1cc(C)nc2sc3c(c12)NC(c1ccc(NC(C)=O)cc1)N(c1ccc(C)cc1)C3=O (stereo unspecified)	.	.	?	-13%[76.3 µM]	-7%	.	-3%	.
C/C(Cc1ccccc1)=N\NC(=O)CNC(=O)c1ccccc1O	-3%[10 µM]	9%	-21%	-7%	-14%	.	-13%	3%
CN(C(=O)COC(=O)/C=C/c1cn(-c2ccccc2)nc1-c1ccc2c(c1)OCCO2)C1CCS(=O)(=O)C1 (stereo unspecified)	2%[10 µM]	-2%	-23%	-2%	-4%	1%	0%	-2%
CCn1c(=O)c2sccc2n2c(CCC(=O)N3CCN(c4ccccc4OC)CC3)nnc12	.	.	-12%	0%[76.3 µM]	-13%	.	2%	.
Cc1c(-c2ccn[nH]2)cc(NC(=O)c2ccc(Cl)cc2)c(=O)n1N	20%[10 µM]	-5%	-2%	-9%	-14%	-7%	-1%	3%
CCOc1ccc(C(=O)Nc2cccc(C(C)=O)c2)cc1[N+](=O)[O-]	3%[10 µM]	0%	-13%	11%	-16%	-2%	0%	4%
CCCC(=O)OC1CCS(=O)(=O)c2sccc21 (stereo unspecified)	-24%	7%	-7%	3%	-5%	10%	2%	-8%
COCCCNC(=O)c1c(N)n(/N=C/c2ccccn2)c2nc3ccccc3nc12	4%	-1%	-14%	2%	-10%	-13%	0%	-4%
Cn1c(=O)c(Cc2ccccc2)c(O)c2ccccc21	20%	-2%	-10%	8%	-5%	-14%	3%	0%
CCOC(=O)C1CCN(S(=O)(=O)c2ccc(-c3nc4ccccc4s3)s2)CC1	-14%	-2%	-16%	5%	-14%	-2%	-7%	-7%
CCOc1ccc(CNCCCSc2nnnn2C)cc1OC	.	.	3%	12%[76.3 µM]	8%	.	1%	.
O=C(COC(=O)c1ccc(CO)cc1)NCc1cccs1	47%[0.074 µM]	0%	-1%	-5%	-1%	-7%	-8%	0%
Nc1ccc(Br)c[n+]1Cc1cccc2cccnc12	17%[10 µM]	2%	3%	-5%	4%	.	-3%	0%
Cc1ccc(-n2nnnc2/C=C\Nc2cc(C)on2)cc1	10%[10 µM]	-15%	-7%	11%	-1%	-2%	-1%	-5%
Cn1nnnc1SCC(=O)Nc1ccc(S(=O)(=O)N2CCOCC2)cc1	33%[10 µM]	2%	-12%	-6%	?	?	-5%	-2%
CCN1CCc2nc3sc(C(=O)Nc4ccccc4OC(F)(F)F)c(N)c3cc2C1	.	.	?	-14%[76.3 µM]	?	.	8%	.
Cc1ccc(-c2cc(-c3nnc(SCC(=O)N(C)CCC#N)n3N)c3ccccc3n2)cc1	-35%	3%	-9%	2%	3%	-8%	3%	-22%
CCCS(=O)(=O)c1nc(S(=O)(=O)c2ccc(C)cc2)c(NCCCN2CCOCC2)s1	-1%	14%	-6%	-2%	-7%	?	-5%	-5%
CCN(CC(=O)NC(C)C)C(=O)[C@@H](NC(=O)c1ccco1)C(C)C	-12%[10 µM]	-1%	0%	4%	-4%	1%	7%	1%
NNC(=O)CCc1nc2ccccc2[nH]1	.	4%	0%	-9%	-4%	-7%	-2%	1%
Cc1nc(-c2ccccc2)nc2[nH]c(=O)n(-c3ccccc3)c(=O)c12	-23%[0.074 µM]	-1%	5%	-1%	-2%	0%	-3%	-3%
Nc1nn2c(-c3ccccc3)cc(=O)[nH]c2c1N=Nc1ccc(O)cc1	-7%	12%	5%	10%	4%	5%	3%	7%
Cn1c(=O)c2c(-c3ccccc3F)c3c(nc2n(C)c1=O)-c1ccccc1C3O (stereo unspecified)	-5%[10 µM]	3%	-4%	-1%	-7%	3%	11%	-6%
CS(=O)(=O)c1nc2c(cc1C#N)CCCC2	-38%[inhibitor][1.9 µM]	0%	-1%	-13%	-3%	15%	-2%	-6%
CC(C)(O)C(=O)NN(Cc1ccccc1)c1ccccc1	.	-1%	16%	0%	12%	-5%	-1%	2%
COCCn1nnnc1CN(CCCN1CCOCC1)Cc1cc2c(C)ccc(C)c2[nH]c1=O	-15%[10 µM]	3%	-20%	-3%	?	2%	?	0%
CCOc1ccc(Nc2nc(Nc3ccc(OCC)cc3)nc(N3CCOCC3)n2)cc1	.	.	?	12%[76.3 µM]	?	.	6%	.
CCOc1ccc(NC(=O)c2cc(=O)c3cc(CC)ccc3o2)cc1	.	.	-5%	1%[76.3 µM]	-15%	.	-13%	.
COc1ccc(-c2nc(CS(=O)CC(=O)N3CCc4ccccc4C3)c(C)o2)cc1 (stereo unspecified)	-8%	11%	-14%	-2%	?	-1%	-1%	-1%
Cc1noc(NS(=O)(=O)c2ccc(NC(=O)c3ccoc3C)cc2)c1C	-24%	-2%	-6%	2%	-9%	-6%	-5%	-9%
CCc1c(C(=O)NC2CCCCC2)[nH]c(C)c1C(C)=O	-7%	-15%	0%	12%	7%	0%	-4%	0%
CCc1ccccc1NC(=O)CSc1nccn1C	.	.	-14%	-8%[76.3 µM]	-7%	.	-9%	.
Cn1c(-c2sc3cc(C(F)(F)F)cnc3c2-c2ccccc2)n[nH]c1=S	-26%	22%	-16%	?	-21%	-9%	-2%	0%
CCCC(=O)Nc1cc(-c2nnc3c4ccccc4c(C)nn23)ccc1C	.	.	2%	11%[76.3 µM]	-8%	.	-8%	.
COC(=O)c1c(NC(=O)CSc2nnnn2C)sc(C)c1C	-25%[10 µM]	3%	-4%	4%	-9%	-3%	6%	-1%
O=C(COC(=O)C1CC1)NCc1ccccc1Cl	16%	5%	-3%	2%	-1%	2%	2%	2%
O=c1cc(O)c2c(=O)n(C3CCCCC3)c3ccccc3c2o1	-28%	3%	-13%	8%	-12%	-15%	7%	-1%
O=C(Cc1ccccc1)c1c[nH]c(C(=O)NC2CCCC2)c1	-63%[inhibitor]	0%	-2%	-4%	-8%	-2%	4%	.
Cc1ccc(CNC(=O)CCc2c(C)nc3c(-c4ccc(F)cc4)c(C)nn3c2C)cc1	.	.	-2%	15%[76.3 µM]	9%	.	-1%	.
COC(=O)c1sc(S(=O)(=O)N2CCC(C(N)=O)CC2)c(C(=O)OC)c1C	-16%	3%	-5%	1%	-9%	-2%	-5%	1%
CCOC(=O)C(=CNc1cc(OC)ccc1-n1cccc1)C(=O)OCC	19%[10 µM]	3%	-14%	2%	-9%	.	-2%	1%
Cc1ccc(NC(=S)N/N=C/c2c(Cl)cccc2Cl)c(C)c1	-16%[1.9 µM]	2%	-27%	4%	?	-11%	-7%	0%
C=CCCCCCCCCCCC/C=C/C(O)COC(C)=O (stereo unspecified)	.	-5%	-12%	.	?	.	3%	-13%
